FXIa inh 1536: inhibitors of human coagulation factor XIa; purified FXIa, Boc-Glu-Ala-Arg-AMC fluorogenic substrate; inhibition, % at 5 µM; 0.14% of 220,000 active; AID 798; P03951;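 active = inhibition of at least 40%; inactive = inhibition below 40%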;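 note: fluorescence of freed AMC excited at 355 nm; 0% = enzyme without compound and 100% = no enzyme blank; many of its hits are not listed in these tables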
14-3-3 Bad inh: disrupts binding of bovine 14-3-3 zeta to phospho-Bad peptide | 0.71% of 220,000 active | inhibition, % at 21.7 µM | TR-FRET 14-3-3zeta/Dy647-pBad peptide displacement, 1 h | P63103;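 active = inhibition above about 70%, limit read from the data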;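 note: 0% = full 14-3-3 plus peptide FRET controls and 100% = background without 14-3-3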
p97 inhibitor: inhibitors of human p97 ATPase; recombinant p97 ATPase, Kinase-Glo ATP luminescence, 3 h; P55072; AID 1481; inhibition, % at 8 µM; 0.42% of 220,000 active; in the data active = inhibition above about 15%;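 note: 0% = DMSO vehicle and 100% = wells lacking enzyme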
KLK5 inh: blocks human kallikrein 5 protease activity. Q9Y337. recombinant hK5, fluorogenic AMC substrate cleavage. inhibition, % at 5 µM. 0.59% of 210,000 active. AID 873;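 active = inhibition of 40% or more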;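 note: 0% = enzyme controls without compound and 100% = no-enzyme blanks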
Wee1 degr inh: blocks degradation of human Wee1 kinase; P30291; HeLa Luc-Wee1K328M stability, luciferase luminescence; 100% = proteasome inhibitor MG132 effect; 1.2% of 220,000 active; reporter increase, % at 5 µM;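 active = activation above the mean of all tested compounds plus 3 SD, set per screening run, cut at about 8.8% in these data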;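 note: cells exposed to compound for 20 h before luminescence read; 0% = DMSO alone and 100% = MG132 at 30 µM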
Rad51 HR inh: blocks human Rad51 in homologous recombination; Q06609; hRad51 DNA strand exchange, fluorescence dequenching; inhibition, % at 10 µM; 0.085% of 200,000 active;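 active = inhibition above 40% at the single screening dose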;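 note: 0% = DMSO control wells and 100% = blanks with heterologous ssDNA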
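material = hRad51 filaments on single-stranded DNA | reagent = Donor/quencher-labelled 47-bp dsDNA substrate | compound = 10 µM final, single point | schedule = strand-exchange reaction 15 min at room temperature | measured by = fluorescein emission 520 nm, excitation 485 nm | read-out basis = % inhibition versus plate control and blank means | benchmarks = plate controls and plate blanks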
eIF4E-4G inh: blocks eIF4E binding to eIF4G; P63073+Q04637; TR-FRET eIF4E-eIF4GI(517-606) binding, 2 h; inhibition, % at 21.7 µM; 0.37% of 220,000 active; AID 782;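 active = inhibition above about 30%, limit read from the data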;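 note: 0% = full FRET control wells and 100% = background wells lacking eIF4GI fragment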
MDM2 E3 inh: Mdm2 E3 ligase (human) inhibition | Q00987 | cell-based MDM2 ubiquitination luciferase reporter, 2 h; 0 = plate control, 100 = twice control, blank-subtracted | signal enhancement, % at 5 µM | 0.11% of 210,000 active | AID 1230;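 active = signal enhancement of 30% or more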;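 note: luminescence tracks abundance of the self-degrading MDM2-luciferase fusion protein; higher signal means inhibition of MDM2 E3 ligase activity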
Target sequence (Q00987 whole entry, looked up, the tested form may be a part): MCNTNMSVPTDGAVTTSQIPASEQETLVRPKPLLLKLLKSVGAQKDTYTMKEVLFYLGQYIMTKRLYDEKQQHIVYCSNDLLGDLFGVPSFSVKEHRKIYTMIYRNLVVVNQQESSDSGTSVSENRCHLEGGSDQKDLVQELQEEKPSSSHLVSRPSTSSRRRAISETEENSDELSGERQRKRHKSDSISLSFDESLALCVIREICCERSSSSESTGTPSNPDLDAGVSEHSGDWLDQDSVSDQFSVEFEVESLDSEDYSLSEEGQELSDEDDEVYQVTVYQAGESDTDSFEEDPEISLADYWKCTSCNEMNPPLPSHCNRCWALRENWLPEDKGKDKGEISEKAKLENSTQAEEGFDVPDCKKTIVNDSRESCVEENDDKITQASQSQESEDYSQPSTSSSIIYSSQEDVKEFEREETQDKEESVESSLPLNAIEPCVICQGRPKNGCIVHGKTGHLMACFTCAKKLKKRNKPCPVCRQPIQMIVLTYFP
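Material: Stable MDM2–luciferase fusion reporter cells | Amount: 2000 cells seeded into each well | Dosing: One concentration, 5 µM, with 0.2% DMSO | Incubation: 4 h cell settling then 2 h compound exposure, 37 °C | Measured by: Luciferase luminescence | Read-out basis: % enhancement relative to plate controls after blank subtraction | Benchmarks: Control and blank well means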
FXIIa inh: blocks human coagulation factor XIIa protease activity. AID 800. P00748. purified FXIIa, Boc-QGR-AMC fluorogenic substrate, 2 h. inhibition, % at 5 µM. 0.3% of 220,000 active; in the data active = inhibition above about 40%;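 note: 0% = enzyme with no compound and 100% = blank without enzyme; many of its hits are not listed in these tables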
Target sequence (P00748 20-372 limits assumed): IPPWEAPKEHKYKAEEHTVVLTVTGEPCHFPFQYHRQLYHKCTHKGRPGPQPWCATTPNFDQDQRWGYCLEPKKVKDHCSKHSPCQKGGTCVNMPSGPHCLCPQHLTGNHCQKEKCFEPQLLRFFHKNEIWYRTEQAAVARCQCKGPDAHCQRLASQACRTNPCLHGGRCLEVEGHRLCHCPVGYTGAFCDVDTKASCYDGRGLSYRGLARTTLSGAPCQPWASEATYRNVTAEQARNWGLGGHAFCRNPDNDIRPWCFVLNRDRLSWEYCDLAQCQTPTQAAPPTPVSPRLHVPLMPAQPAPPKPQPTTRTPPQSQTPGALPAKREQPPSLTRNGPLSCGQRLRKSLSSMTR
Target sequence (P00748 373-615 limits assumed): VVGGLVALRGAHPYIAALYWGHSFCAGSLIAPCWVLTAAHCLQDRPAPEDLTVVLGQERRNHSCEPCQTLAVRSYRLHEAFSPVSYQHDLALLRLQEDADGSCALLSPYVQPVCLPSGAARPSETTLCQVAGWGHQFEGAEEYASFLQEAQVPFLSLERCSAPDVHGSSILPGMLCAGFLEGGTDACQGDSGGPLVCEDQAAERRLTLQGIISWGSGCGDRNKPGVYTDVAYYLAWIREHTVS
Starred values were filed as active, the others as inactive; . = no result given; [ ] = remark or other dose. Compounds as they come; any-hit rate near 3.5%.

Every second line gives: FXIa inh 1536 | 14-3-3 Bad inh | p97 inhibitor | KLK5 inh | Wee1 degr inh | Rad51 HR inh | eIF4E-4G inh | MDM2 E3 inh | FXIIa inh
O=C(Nc1nnc(-c2ccc3c(c2)OCCO3)o1)C1CCCCC1
    -3 | -13 | 3 | -15 | 3 | 5 | -7 | -26 | -4
CC(C)(Oc1ccc(CCNC(=O)c2ccc(-c3ccc(Cl)cc3)o2)cc1)C(=O)O
    -7 | 1 | 1 | -17 | 0 | 10 | -5 | -3 | -2
Nc1ccc2c(c1)C(=O)Cc1ccccc1S2
    0 | -8 | -4 | -10 | 2 | 5 | -5 | 6 | 11
COc1ccc(C(=O)CCC(=O)N2CCN(c3ccc(N4CCOCC4)nn3)CC2)cc1
    7 | 3[fluorescence artefact?] | -4 | 0 | 0 | 1 | 1[fluorescence artefact?] | -4 | 15
C=C(C)C(=O)N1CC2(CC(c3cccc(NC(=O)/C(C)=C\C)c3)=NO2)C[C@H]1C(N)=O (stereo partly drawn)
    -2 | -3 | . | -1 | . | 11 | -2 | -11 | 7
COc1cccc(C2=NOC(C(=O)NCC3CCCO3)C2)c1 (stereo not drawn)
    4 | -11 | 3 | -13 | -1 | 7 | -5 | -2 | 14
COc1ccc(C2CC(c3ccc4ccccc4c3OC(C)=O)=NN2C(C)=O)cc1 (stereo not drawn)
    2 | 1 | 0 | 2 | -1 | -16 | -2 | -1 | 8
O=c1[nH]c(SCc2ccc(Cl)cc2)nc2c1CCC2
    20 | 13 | 1 | -30 | 3 | . | 4 | -19 | 19
CCSc1nnc(Cc2cc(=O)[nH]c(=O)[nH]2)n1-c1ccc(Cl)cc1
    4 | -3 | . | 2 | . | -7 | -20 | -14 | 9
CCc1cc(CNC(=O)CCc2nnc(Cc3cccc(C)c3)o2)on1
    -1 | -13 | -2 | -3 | -3 | -4 | 0 | 8 | 7
O=C(O)CCC1=C2c3ccccc3CCN2C(=O)CC1
    -6 | 4 | -5 | -6 | -1 | -4 | 3 | -8 | 3
Cc1ccc(O)c(C(=O)CC(=O)c2cccc(F)c2)c1
    -1 | 3 | -3 | 7 | 6 | 10 | 1 | 17 | 11
CCn1c(CCCCc2n[nH]c(=S)n2CC)n[nH]c1=S
    -2 | -1 | 2 | -18 | -1 | 4 | 5 | -16 | -6
CC(C)C[C@H](NC(=O)C1(c2ccccc2)CCN(C(=O)[C@H]2CSCN2C(=O)OC(C)(C)C)CC1)C(=O)O
    1 | 1 | -4 | 9 | -1 | . | -2[fluorescence artefact?] | 9 | 4
CCN(C(=O)COC(=O)c1ccc(Cl)c(N)c1)C1CCS(=O)(=O)C1 (stereo not drawn)
    -2 | -10 | 2 | -8 | 0 | 37 | 0 | -6 | 7

Complete entries, quoted from the list. Order of values: FXIa inh 1536 | 14-3-3 Bad inh | p97 inhibitor | KLK5 inh | Wee1 degr inh | Rad51 HR inh | eIF4E-4G inh | MDM2 E3 inh | FXIIa inh
`CC(C)C[C@H](NC(=O)C1(c2ccccc2)CCN(C(=O)[C@H]2CSCN2C(=O)OC(C)(C)C)CC1)C(=O)O` is listed as 1 | 1 | -4 | 9 | -1 | . | -2[fluorescence artefact?] | 9 | 4
`CCN(C(=O)COC(=O)c1ccc(Cl)c(N)c1)C1CCS(=O)(=O)C1` (stereo not drawn) is listed as -2 | -10 | 2 | -8 | 0 | 37 | 0 | -6 | 7

(list continues)
Every second line gives: FXIa inh 1536 | 14-3-3 Bad inh | p97 inhibitor | KLK5 inh | Wee1 degr inh | Rad51 HR inh | eIF4E-4G inh | MDM2 E3 inh | FXIIa inh
CC(C)(C)OC(=O)N1CCC(CNC(=O)Nc2ccccc2)CC1
    2 | -3 | 5 | 2 | -2 | 23 | 0 | -6 | 13
Cc1ccc(C2=[N+]([O-])C(C)(C)CC2)cc1
    2 | 8 | 2 | 2 | 1 | 8 | 1[fluorescence artefact?] | -2 | 18
CN(c1ccccc1C(=O)N1CCCC1)S(C)(=O)=O
    -3 | 7 | -4 | 3 | -3 | . | 6 | -1 | -2
O=C(O)/C=C/C(=O)Nc1ccc(Oc2ncnc3cc(Cl)ccc23)nc1
    -1 | 16 | 5 | 1 | -1 | 15 | -5 | -4 | 3
COc1ccc(C(=S)N2CCCC2)cc1
    4 | -4 | 1 | -5 | 0 | 5 | -7 | . | 8
COc1ccc(/C=N/NC(=O)CSc2ccccc2)cc1OC
    13 | 3 | -4 | 37 | 3 | 23 | -3[fluorescence artefact?] | -89 | 24
CCOc1ccc(S(=O)(=O)n2c(C)nc3ccccc32)cc1
    3 | 16 | -1 | -4 | -1 | 9 | 0 | -6 | 9
CN(CC(=O)Nc1ccccc1Cl)C(=O)CSc1ncc(C(F)(F)F)cc1Cl
    5 | 6 | 4 | -7 | 3 | -9 | 6[fluorescence artefact?] | -6 | 13
COc1cccc(Nc2nc(CC(C)=O)ns2)c1
    7 | 2 | -2 | -12 | -2 | 1 | 0 | -4 | 18
Cc1nc([N+](=O)[O-])c(C(=O)O)n1C
    -2 | -2 | 5 | 0 | -2 | 16 | 2 | -8 | 9
COc1ccc(C(=O)/C=C/Nc2ccc(S(=O)(=O)Nc3ncccn3)cc2)cc1
    13 | 0 | 3 | -9 | 6 | 1 | -9 | -10 | 7
CCOC(=O)C1=C(C)NC(=O)NC1c1ccoc1 (stereo not drawn)
    1 | -9 | 3 | 5 | -2 | 6 | -6 | -5 | 8
COc1ccc(NC(=O)c2cccc(OC(F)F)c2)cc1Cl
    4 | 1 | -4 | -15 | -2 | 4 | 7 | -18 | 14
c1ccc(N2CCOCCOCCOCCOCCOCC2)cc1
    0 | -10 | 2 | 3 | 1 | 2 | 3 | -6 | 11
COc1ccc(-n2c(C)cc(C(=O)CCl)c2C)cc1
    2 | -18 | 0 | 3 | 1 | 19 | -1 | -29 | 10

As entered above.
For 14-3-3 Bad inh, CCOc1ccc(S(=O)(=O)n2c(C)nc3ccccc32)cc1 is listed with 16
For p97 inhibitor, COc1cccc(Nc2nc(CC(C)=O)ns2)c1 is listed with -2
For p97 inhibitor, CC(C)(C)OC(=O)N1CCC(CNC(=O)Nc2ccccc2)CC1 is listed with 5

Going on with the list.
Every second line gives: FXIa inh 1536 | 14-3-3 Bad inh | p97 inhibitor | KLK5 inh | Wee1 degr inh | Rad51 HR inh | eIF4E-4G inh | MDM2 E3 inh | FXIIa inh
CCCCNC(=O)COC(=O)c1ccc(Cl)c(S(=O)(=O)N2CCCC2)c1
    4 | 1[fluorescence artefact?] | 2 | -22 | -2 | -1 | -5[fluorescence artefact?] | -3 | 10
Cc1cccc(N/C(N)=N/c2nc(C)cc(C)n2)c1
    10 | -7 | -2 | -14 | 1 | 0 | -5 | -8 | 23
CN1CCC(OC(=O)COc2ccccc2)CC1
    5 | 12 | 8 | 30 | -2 | 4 | -14[fluorescence artefact?] | -6 | 19
O=C(CSc1nnc(NC(=O)c2ccccc2Cl)s1)Nc1ccc2c(c1)oc1ccccc12
    0 | -16 | 6 | -19 | 0 | -3 | 1 | -6 | 4
CCOC(=O)NC(Nc1cc(C)ccn1)(C(F)(F)F)C(F)(F)F
    5 | 15 | 8 | -32 | 0 | . | -1 | -6 | 5
CCCNC(=O)Nc1nccs1
    5 | 4 | -6 | -28 | 0 | -3 | 3[fluorescence artefact?] | -6 | 5
O=C(c1ccco1)N1CCCN(Cc2cn[nH]c2-c2ccc(-c3ccccc3)cc2)CC1
    -2 | -5 | 3 | 9 | 4 | 3 | 2 | -9 | 7
COc1ccc(NC(=S)NC(NC(=O)c2ccccc2Cl)C(Cl)(Cl)Cl)c([N+](=O)[O-])c1 (stereo not drawn)
    5 | -1 | 4 | 8 | -2 | -6 | 2 | -3 | 18
CC(C)(C)c1ccc(C(=O)CC(=O)c2cc(Cl)ccc2O)cc1
    -4 | -8 | 4 | -3 | -1 | 3 | -8 | 2 | 15
Cc1ccc(NC(=O)NC2CCN(CC(=O)Nc3nccs3)CC2)cc1
    2 | . | -2 | -14 | 2 | -3 | . | -14 | 16
CC1(C)NC(=O)N(CC(=O)Nc2nc(-c3ccc(F)cc3)cs2)C1=O
    -5 | 1 | 0 | -7 | 0 | . | -4 | -14 | 8
Cc1ccc(NC(=O)[C@@H]2CCCN2S(=O)(=O)c2ccccc2C(F)(F)F)cc1S(=O)(=O)N1CCOCC1
    1 | -25 | 2 | -21 | 0 | 5 | 3 | -3 | 1
Fc1ccc(Sc2ccccc2CNC2=NCCN2)cc1
    1 | 7 | 4 | -15 | -1 | 6 | 0[fluorescence artefact?] | -21 | 10
COC(=O)C(CC(C)C)NC(=O)C(N)Cc1ccccc1 (stereo not drawn)
    0 | 13 | 0 | -7 | 0 | -6 | 5[fluorescence artefact?] | -16 | -5
O=C(COc1cccc(F)c1)N1c2ccccc2Sc2ccccc21
    0 | 0 | 0 | -8 | -2 | . | 8 | 6 | 9
CCO[C@@H]1OC(C(=O)N2CCN(C)CC2)=C[C@H](c2coc3ccccc3c2=O)[C@H]1CCCO
    -4 | 0 | 0 | 1 | -1 | -14 | -3 | . | 4
Cc1cc(-c2nnc(SCc3cccnc3)o2)no1
    -1 | -2[fluorescence artefact?] | 4 | -11 | 2 | 11 | -7[fluorescence artefact?] | -3 | 9
O=c1c(Cl)nc2cc(Cl)ccc2n1CCNc1ncc(C(F)(F)F)cc1Cl
    -4 | 4 | 5 | -1 | 2 | . | 3 | -22 | 7
Cc1nnc(NC(=O)c2ccccc2Oc2ccccc2)s1
    -5 | -10 | -3 | -10 | 2 | 6 | -6 | -19 | 0
Cc1cccc(C)c1NC(=S)Nc1ccccc1C(=O)NCc1ccco1
    6 | -11 | 6 | -14 | 0 | 16 | 1[fluorescence artefact?] | -3 | 13
O=C(/C=C/c1ccc(Cl)cc1Cl)NCCN1CCOCC1
    -5 | 2[fluorescence artefact?] | 2 | -26 | 1 | -6 | 5[fluorescence artefact?] | -7 | 1
O=C(NCc1cccnc1)c1ccc(Cn2cc(C(F)(F)F)ccc2=O)cc1
    0 | 4 | 5 | 3 | 3 | 3 | 2 | -2 | 7
O=C(NC(=S)NCc1ccccc1)C1CCCCC1
    6 | -15 | -2 | -16 | -3 | 3 | 3 | -7 | 7
COc1cc2c(cc1OC)C1Cc3ccc(OC)c(OC)c3CN1CC2 (stereo not drawn)
    -7 | 6 | 2 | -26 | 0 | 10 | 1 | -12 | 5
Cc1ccc(CCNC(=O)C23C[C@H]4C[C@@H](C2)CC(n2nnc(C)n2)(C4)C3)cc1
    -4 | 2 | 0 | -18 | 0 | 10 | -4 | 7 | 21
Cc1ccc(S(=O)(=O)NCCCCCC(=O)Nc2c(C)n(C)n(-c3ccccc3)c2=O)cc1
    4 | 6 | -5 | 0 | 1 | -4 | -1 | -18 | 7
O=C(NCCc1ccc(Cl)cc1)C1CCN(c2ncccn2)CC1
    0 | -13 | 5 | 2 | -2 | -11 | 3 | -7 | 6
Cc1cc2oc(=O)cc(CSc3nc(N)cc(N)n3)c2cc1C(C)C
    1 | -19 | -1 | -14 | 0 | -7 | -4[fluorescence artefact?] | -13 | -3
CC(C)n1ncc2c(C(=O)O)cc(C3CC3)nc21
    1 | 4 | 3 | 3 | 1 | -8 | -3 | -70 | 11
Cn1c(SCC(=O)NCC2CCCO2)nc2c([nH]c3ccccc32)c1=O (stereo not drawn)
    6 | -9 | 3 | -11 | 1 | 7 | 1 | -3 | 17
COc1ccc(C(=O)NCC2(c3ccccc3)CCOCC2)cc1
    1 | 5 | 5 | -5 | -1 | . | 1 | 2 | -2
